DT40 TDP1 no CPT = qHTS for Inhibitors of human tyrosyl-DNA phosphodiesterase 1 (TDP1): qHTS in cells in absence of CPT; 420,000 compounds, 15% hits; Potency, µM (series often up to 46.2 µM), for the others: top-dose activity change, negative = growth inhibition, hits mostly inhibitors; DT40 Tdp1-/- hTDP1 cells, no CPT, ATP luminescence, 48 h; further: nearly all actives have a fitted effect of over 55% in size
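Chicken DT40 Tdp1-/- cells stably complemented with human TDP1 were seeded at 400 cells/well with DMSO in place of 20 nM camptothecin. After compound pinning, cells grew at least 48 hr at 37 °C; viability read by CellTiter-Glo luminescence.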
TDP1 block = inhibitors of human tyrosyl-DNA phosphodiesterase TDP1; 350,000 compounds, 0.28% hits; AID 485290; Potency, µM (doses to about 130 µM), for inactives: at the highest dose activity change, negative = inhibition, most hits filed as inhibitors; recombinant TDP1, AlphaScreen DNA substrate cleavage; Q9NUW8; further: nearly all actives have a fitted effect of over 40% in size
Target sequence (Q9NUW8 whole entry, looked up): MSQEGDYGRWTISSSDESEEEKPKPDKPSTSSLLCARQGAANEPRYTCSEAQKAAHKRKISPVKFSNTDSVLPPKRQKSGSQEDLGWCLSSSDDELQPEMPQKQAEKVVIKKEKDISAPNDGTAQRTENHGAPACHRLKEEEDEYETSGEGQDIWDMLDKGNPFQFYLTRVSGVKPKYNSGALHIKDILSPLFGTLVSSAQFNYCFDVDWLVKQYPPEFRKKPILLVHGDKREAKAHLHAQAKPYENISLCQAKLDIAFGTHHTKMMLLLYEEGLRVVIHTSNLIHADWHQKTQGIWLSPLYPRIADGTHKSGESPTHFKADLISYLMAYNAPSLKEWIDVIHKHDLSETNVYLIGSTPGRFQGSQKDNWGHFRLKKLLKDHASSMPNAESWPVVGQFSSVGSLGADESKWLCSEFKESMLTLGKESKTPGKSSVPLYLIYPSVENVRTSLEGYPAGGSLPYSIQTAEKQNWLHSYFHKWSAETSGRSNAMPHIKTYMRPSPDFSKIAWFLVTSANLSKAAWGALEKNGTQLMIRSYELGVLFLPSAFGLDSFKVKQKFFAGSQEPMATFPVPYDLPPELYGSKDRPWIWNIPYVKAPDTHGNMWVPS
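Signal: AlphaScreen proximity between streptavidin donor and anti-FITC acceptor beads on intact substrate. Reaction: Tdp1 1 nM, substrate 15 nM final, 5 min RT after 15 min compound preincubation.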
DT40 TDP1 CPT = growth inhibition of DT40 Tdp1-/-;hTDP1 cells with camptothecin (screen for TDP1 inhibitors). 420,000 compounds, 12% hits. Potency, µM (doses to about 46.2 µM), inactives show at the top dose activity change, negative = growth inhibition, most hits filed as inhibitors. chicken DT40 Tdp1-/-;hTDP1 cells + 20 nM CPT, ATP luminescence, 48 h; further: nearly all actives have a fitted effect of over 55% in size
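Chicken DT40 Tdp1-/- cells complemented with human TDP1, 400 cells/well, exposed to compounds plus 20 nM camptothecin for at least 48 h at 37 C; viability read as ATP content by CellTiter-Glo luminescence.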
Starred values were filed as active, the others as inactive; ? = inconclusive; . = not tested or not shown; & = joins results of further samples; [ ] = another dose, or the depositor's remark. The call rests on the fitted dose curve; in most records, active means well fitted curve in the direction sought with a large enough effect; inconclusive means small, poorly fitted or top-dose-only effect, or another doubt; inactive means no such curve, though single readings can be large; an effect the other way counts as inactive or inconclusive. On the % scale 0 is the no-effect control and ±100 the full control effect; potency means the concentration at half of the fitted maximal effect.

SMILES	DT40 TDP1 no CPT	TDP1 block	DT40 TDP1 CPT
O=C(Nc1ccc(S(=O)(=O)Nc2ncccn2)cc1)c1ccc2ncsc2c1	?	-3%	?
Nc1ccn([C@@H]2O[C@H](CNCc3cc(Cl)ccc3OCc3ccc(Cl)cc3)[C@@H](O)[C@H]2O)c(=O)n1	-24%	.	-8%
c1ccc(-c2nn[nH]n2)nc1	-3%	.	1%
O=C(O)CSCC(=O)Nc1ccccn1	-5%	.	5%
Cc1ccc(Cn2cc3c(n2)-c2c(oc(C(=O)Nc4ccc(F)cc4F)c2C)CC3)cc1	?	8%	?
CCNC(=O)c1c(C)nc2ccccn12	-26%	2%	1%
CCOc1ccc(-c2cc(C(=O)NCCc3ccc(OC)c(OC)c3)[nH]n2)cc1	?	3%	?
CSc1nc2nc(C)cc(-c3ccccc3)n2n1	-9%	2%	-20%
O=C1CCC([N+](=O)[O-])C(c2ccc(Cl)cc2)N1 (stereo not given)	-6%	5%	-3%
CCc1ccc(CNC(=O)C2CCN(S(=O)(=O)N3CCCC3)CC2)cc1	-18%	0%	-19%
CCN1CCN(c2nc3ccccn3c(=O)c2C=O)CC1	17%	.	-11%
COc1ccc2cc(C(=O)C3CCCN(Cc4cnc(C)s4)C3)ccc2c1 (stereo not given)	16µM*	.	23µM*
Cc1ccc(C(NC(=O)Nc2ccccn2)C(Cl)(Cl)Cl)cc1F (stereo not given)	21µM*	0%	?
CCC1CSC(=Nc2ccc(C)cc2)N1C(=O)CN1C(=O)NC2(CCCC2)C1=O (stereo not given)	-2%	4%	-13%
CNCCCOc1ccc(Cl)cc1C(C)(C)C	16µM*	11%	?
CCOC(=O)C1(C)CCN1C(=O)c1ccc(OC)cc1 (stereo not given)	-6%	.	-12%
CCN(c1cccc(C)c1)S(=O)(=O)c1c(C)[nH]c(=O)[nH]c1=O	-3%	9%	-11%
Cc1nnc(N2CCN(c3ccc(Cl)cc3)CC2)c2c1nnn2Cc1ccc(F)cc1	2.6µM*	5%	?
Cc1cccn2c(=O)c(C=NCc3ccco3)c(Nc3ccc(SC(F)F)cc3)nc12	?	1%	26µM*
CCOc1ccc(C(=O)CN2CCN(S(=O)(=O)c3ccc(Br)cc3)CC2)cc1	-24%	8%	?
c1ccc(-c2nnc(CN3CCN(c4ccccn4)CC3)o2)cc1	-20%	10%	-16%
Cc1ccn2cc(CNC(=O)c3ccc(Br)o3)nc2c1	5%	3%	-12%
O=C1NN(c2ccc(F)cc2)C(=O)/C1=C\C=C\c1ccco1	?	3%	?
COc1ccc(C(=O)NC(=S)Nc2nc(-c3ccc(OC)c(Br)c3)cs2)cc1Br	?	5%	?
O=C(CNC(=O)c1ccc(Br)o1)NC1CCCCC1	15%	1%	5%
COc1ccc(OC)c(NC(=O)CSc2nnc(Cn3c(=O)sc4ccccc43)n2C)c1	-4%	3%	-6%
Cc1cccc(N2CCN(C(=O)N3CCCCC3)CC2)c1C	-22%	3%	26%
COc1ccc2c(c1)nc(SCC(O)c1ccccc1)n2C (stereo not given)	-23%	0%	-7%
CCC1(c2ccccc2)NC(=O)N(CC(=O)N(C)CC(=O)Nc2ccc(F)c(F)c2F)C1=O (stereo not given)	-25%	0%	-16%
Cc1ccc([N+](=O)[O-])c(OCCN2C(=O)NC(C)(C)C2=O)c1	-18%	-8%	1%

Whole records as entered above. Order of values: DT40 TDP1 no CPT | TDP1 block | DT40 TDP1 CPT
`Cc1cccc(N2CCN(C(=O)N3CCCCC3)CC2)c1C` reads -22% | 3% | 26%
`CCOc1ccc(C(=O)CN2CCN(S(=O)(=O)c3ccc(Br)cc3)CC2)cc1` reads -24% | 8% | ?
`Cc1ccn2cc(CNC(=O)c3ccc(Br)o3)nc2c1` reads 5% | 3% | -12%
`CCC1(c2ccccc2)NC(=O)N(CC(=O)N(C)CC(=O)Nc2ccc(F)c(F)c2F)C1=O` (stereo not given) reads -25% | 0% | -16%
`CCOC(=O)C1(C)CCN1C(=O)c1ccc(OC)cc1` (stereo not given) reads -6% | . | -12%

Later entries.
SMILES	DT40 TDP1 no CPT	TDP1 block	DT40 TDP1 CPT
COc1ccc(CC(=O)N(C)CC(=O)Nc2ccccc2Cl)cc1S(=O)(=O)N1CCOCC1	-5%	1%	-6%
CC(C)CC(NC(=O)c1ccccc1NC(=O)c1ccccc1)C(=O)O (stereo not given)	11%	5%	-25%
CCn1c(Cc2ccccc2)nnc1SCC(=O)Nc1ccc(N2CCOCC2)c(Cl)c1	?	5%	?
C[C@H](CO)N1C[C@H](C)[C@@H](CN(C)Cc2ccc(Cl)c(Cl)c2)OCc2cnnn2CCCC1=O	?	.	?
CCCOc1ccc(C2C(C(=O)c3ccc(C)o3)=C(O)C(=O)N2CCN2CCOCC2)cc1OC (stereo not given)	-2%	2%	-12%
Cc1cccc(C(C)C)c1NC(=O)CN(C)Cc1cccc(F)c1	23µM*	-6%	?
S=C(NCc1ccc(Cl)cc1)N1CCN(c2ccccn2)CC1	-19%	-2%	4%
COc1cc(C)c(CN2CCC(n3nccc3NC(=O)C3CC3)CC2)cc1C	-4%	2%	9%
O=C(c1ccc2c(c1)CCCC2)N1CCN(c2nc3ccc(F)cc3s2)CC1	?	3%	?
CC(CNC1CCCCC1)OC(=O)c1ccccc1 (stereo not given)	6%	.	?
O=C(N/N=C/c1c(O)ccc2ccccc12)c1ccc[n+](CCO)c1	?	8%	29µM*
COc1ccc(CC(=O)Nc2cc(C)ccn2)cc1OC	2%	.	17%
Cc1ccc(NC2CNC(=O)NC2=O)cc1C (stereo not given)	-9%	.	-11%
C=CC[C@@H](CC(=O)N(CCO)Cc1ccccc1)C(=O)N[C@H](COC(=O)[C@@H](CC=C)CC(=O)OC(C)(C)C)Cc1ccccc1	?	0%	18µM*
CCn1ncc(CNC(=O)CCCSc2nc(-c3ccco3)cc(C(F)(F)F)n2)c1C	?	-8%	?
COc1ccccc1C(=O)N[C@@H]1c2ccccc2C2(CCN(Cc3c(O)cccc3OC)CC2)[C@H]1O	18µM*	.	-8%[9.04 µM]
CCCS(=O)(=O)c1c(S(=O)(=O)CCC)c2cc(-c3ccncc3)ccn2c1C(=O)OC	?	3%	?
O=S(=O)(NCCc1csc2nc(-c3ccc(F)cc3)nn12)c1ccc(Br)cc1	?	-3%	?
CSc1n[nH]c(-c2ccco2)n1	-7%	.	3%
COc1ccc(CCNS(=O)(=O)c2cc(C(=O)O)c(Cl)cc2Cl)cc1	-17%	6%	-3%
CCNC(=S)N1CCN(Cc2ccc3c(c2)OCO3)CC1	12%	-8%	-11%
CC(=O)c1cccc(NC(=O)N2CCCC2C(=O)Nc2cccc(C)c2C)c1 (stereo not given)	-14%	1%	-9%
O=C1NCCN1Cc1ccc(Cl)cc1	-1%	-1%	12%
CC[C@H](C)[C@H](NC(=O)[C@H](C)NC(=O)[C@H](CC(N)=O)NC(=O)[C@H](CCCCN)NC(=O)[C@H](Cc1ccccc1)NC(=O)[C@H](CC(C)C)NC(=O)[C@@H](NC(=O)[C@@H](NC(=O)[C@H](CC(C)C)NC(=O)[C@@H]1CCCN1C(=O)[C@@H](NC(=O)[C@H](CCC(N)=O)NC(=O)[C@H](CO)NC(=O)[C@H](CCCCN)NC(=O)[C@H](CCC(=O)O)NC(=O)[C@H](CO)NC(=O)[C@@H](NC(=O)[C@H](CCSC)NC(=O)[C@H](Cc1ccccc1)NC(=O)CNC(=O)CNC(=O)[C@@H](N)Cc1ccc(O)cc1)[C@@H](C)O)[C@@H](C)O)C(C)C)[C@@H](C)O)C(=O)N[C@H](C(=O)N[C@@H](CCCCN)C(=O)N[C@@H](CC(N)=O)C(=O)N[C@@H](C)C(=O)N[C@@H](Cc1ccc(O)cc1)C(=O)N[C@@H](CCCCN)C(=O)N[C@@H](CCCCN)C(=O)NCC(=O)N[C@@H](CCC(=O)O)C(=O)O)[C@@H](C)CC	4%[4.12 µM]	8%&1%	-2%[4.12 µM]
CCOC(=O)N1CCN(C(=O)c2cccc(S(=O)(=O)Nc3ccc(Br)cc3)c2)CC1	?	2%	-29%
CCCCc1c(-c2cccc(Br)c2)ncn1CCc1ccccc1OC	5.8µM*	.	5.8µM*
COc1ccc(NS(=O)(=O)c2ccc(OC)c(OC)c2)cc1OC	?	1%	-11%
CC(C)n1ncc2c(C(=O)N3CCN(c4ccccc4)CC3)cc(-c3ccccc3)nc21	?	2%	?
Cc1n[nH]c(=S)n1/N=C/c1ccccc1	-2%	1%	-10%
Cc1c(NS(=O)(=O)c2ccc(C(C)(C)C)cc2)c(=O)n(-c2ccccc2)n1C	-6%	.	-2%
O=C(C1CCCCC1)N1CCN(c2nc(-c3ccc(F)cc3)cs2)CC1	?	-8%	?
CCN(CC(=O)NCc1ccc(F)cc1)C(=O)Cc1c(F)cccc1Cl	-4%	2%	5%
O=C1CC(c2ccc(F)cc2)SC(N(c2ccccc2)c2ccccc2)=N1 (stereo not given)	-24%	6%	-19%
O=Cc1cccc(Oc2ncccn2)c1	1%	0%	1%
CCc1noc(C)c1C(=O)Nc1nc(-c2ccc(Cl)cc2Cl)c(C)s1	?	4%	?
O=C(COC(=O)CCc1ccc(S(=O)(=O)N2CCOCC2)cc1)Nc1cccc(Cl)c1	5%	2%	2%
N#Cc1c(NC(=O)Cn2c(=O)oc3ccccc32)oc(-c2ccccc2)c1-c1ccccc1	8.2µM*	9%	9.2µM*
COc1ccc(-c2c(C)nc3c(-c4ccccn4)cnn3c2N)cc1	18µM*	.	?
Cc1ccc(C)c(OCC(=O)N/N=C/c2ccc(N3CCOCC3)cc2)c1	?	.	?
C[C@@H](Cc1ccccc1)Nc1ncnc2c1ncn2[C@@H]1O[C@H](CO)[C@@H](O)[C@H]1O	-29%	1%	4%
Cc1nnsc1C(=O)NC(C)C12CC3CC(CC(C3)C1)C2 (stereo not given)	-20%	2%	?
CSc1nccc(Oc2cncc(Cl)c2)n1	?	-2%	3%
CC1=CC2(O)OCCN(CCO)C2=CC1=O (stereo not given)	-6%	.	-20%
COc1cccc(Nc2nc3ccccc3n3nnnc23)c1	?	7%	?
Cc1ccc(NC(=O)C2OCCc3ccccc32)cc1Cl (stereo not given)	?	-3%	-20%

Already shown: entries from further up.
SMILES	DT40 TDP1 no CPT	TDP1 block	DT40 TDP1 CPT
CCOc1ccc(C(=O)CN2CCN(S(=O)(=O)c3ccc(Br)cc3)CC2)cc1	-24%	8%	?
c1ccc(-c2nnc(CN3CCN(c4ccccn4)CC3)o2)cc1	-20%	10%	-16%
Cc1ccn2cc(CNC(=O)c3ccc(Br)o3)nc2c1	5%	3%	-12%
O=C1NN(c2ccc(F)cc2)C(=O)/C1=C\C=C\c1ccco1	?	3%	?

(next part)
SMILES	DT40 TDP1 no CPT	TDP1 block	DT40 TDP1 CPT
COc1ccc(-n2ccnc2SCC(=O)NCc2ccccc2)c(OC)c1	-12%	2%	-28%
COc1ccc(-n2nc(C(=O)Nc3cccc(C)n3)c3c4ccccc4n(C)c3c2=O)cc1Cl	10%	-3%	3%
N/C(=N\OS(=O)(=O)c1ccc2ccccc2c1)c1ccccn1	-4%	2%	1%
CNc1nc(N)c([N+](=O)[O-])c(Nc2cccc(F)c2)n1	?	0%	?
COc1ccc(OC)c(NC(=O)C2CCN(S(=O)(=O)c3ccc(C)cc3)CC2)c1	-19%	.	10%
O=Cc1c(Nc2cccc(C(F)(F)F)c2)nc2ccccn2c1=O	-23%	.	3%
N#C/C(=C\c1ccncc1)c1nc2c(s1)CCCC2	-30%	-1%	-14%
COc1ccc(N2c3ccccc3CN(Cc3ccccc3)[C@@H](C)[C@H]2Cc2ccc(-c3ccccc3)cc2)cc1	?	.	23µM*
Cc1cc2c(c(=O)n1CCc1ccccc1)C(C(C)C)C(C#N)=C(N)O2 (stereo not given)	?	7%	-14%
O=[N+]([O-])c1cccc(-n2nncc2-c2ccccc2)c1	-12%	.	-7%
CC(=O)N1CCC(C(=O)N2c3ccccc3N=C(c3ccc(C(F)(F)F)cc3)C2C(=O)NC(C)C)CC1 (stereo not given)	-22%	.	-7%
COc1ccc(NC(=O)c2ccc(N(C)S(C)(=O)=O)cc2)cc1OC	-24%	2%	?
CC(C)c1ccc(/C=N/NC(=O)c2cccc(S(=O)(=O)N3CCOCC3)c2)cc1	-21%	3%	5%
CC(=O)c1ccc(OCCCC(=O)OCC(=O)Nc2ccc3[nH]c(=O)[nH]c3c2)cc1	-19%	1%	1%
Cc1cc(C(=O)COc2ccccc2C#N)c(C)n1C1CC1	?	5%	?
O=C(c1cnccn1)N1CCC[C@@]2(CCN(Cc3ccncc3)C2)C1	2%	.	-9%

Screening data (PubChem)
